# ASAP1 inh: inhibitors of human ASAP1 ArfGAP activity, primary screen, biochemical, fluorescence polarization | inhibition, % at 16.5 µM | hit rate 0.19% among 360,000 | Arf-GAP with SH3 domain, ANK repeat and PH domain-containing protein 1 (Homo sapiens), … | ASAP1-stimulated ARF1 GTP hydrolysis, GDP FP detection; in the data active = inhibition above about 25%;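 note: 0% = vehicle with enzyme and substrate and 100% = no enzyme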
# ARFGAP1 inh: inhibitors of rat ARFGAP1 GAP activity, primary screen, biochemical, fluorescence polarization, GDP tracer; AID 651572, 2012; hit rate 0.26% among 360,000; Arfgap1-stimulated ARF1 GTP hydrolysis, GDP FP detection; ADP-ribosylation factor GTPase-activating protein 1 (Rattus norvegicus), Q62848; inhibition, % at 16.5 µM;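 active = inhibition above a per-plate limit, mean inhibition of low control wells plus 3 SD, cut at about 25% in these data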;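 note: 0% = DMSO wells with enzyme and 100% = wells lacking Arfgap1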
#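 Repeats: one replicate per compound; assay system: rat Arfgap1 catalytic domain, aa 1-136; times: enzyme reaction 120 min at 25 °C after 20 min preincubation; detection: FP of antibody-bound GDP Alexa 633 tracer, ex 620/em 688 nm; benchmarks: high control wells lacking Arfgap1, low control full reaction with DMSO; reagent: human ARF1(Δ1-17)-GTP substrate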
# NR1D1 modulator: modulators of Rev-erb alpha DNA binding, primary screen, biochemical, FITC-DNA, fluorescence polarization, uHTS; Rev-erbα–FITC-DNA binding, 90 min; hit rate 0.79% among 370,000; activity, % at 10 µM; Nuclear receptor subfamily 1 group D member 1 (Homo sapiens), P20393; AID 1259318, 2017;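 active = activity above about 14%, limit read from the data; passing the limit was not always enough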;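 note: 0% = DMSO wells with 35 nM protein and 100% = DMSO wells with 750 nM protein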
# Target sequence (P20393 whole entry, looked up): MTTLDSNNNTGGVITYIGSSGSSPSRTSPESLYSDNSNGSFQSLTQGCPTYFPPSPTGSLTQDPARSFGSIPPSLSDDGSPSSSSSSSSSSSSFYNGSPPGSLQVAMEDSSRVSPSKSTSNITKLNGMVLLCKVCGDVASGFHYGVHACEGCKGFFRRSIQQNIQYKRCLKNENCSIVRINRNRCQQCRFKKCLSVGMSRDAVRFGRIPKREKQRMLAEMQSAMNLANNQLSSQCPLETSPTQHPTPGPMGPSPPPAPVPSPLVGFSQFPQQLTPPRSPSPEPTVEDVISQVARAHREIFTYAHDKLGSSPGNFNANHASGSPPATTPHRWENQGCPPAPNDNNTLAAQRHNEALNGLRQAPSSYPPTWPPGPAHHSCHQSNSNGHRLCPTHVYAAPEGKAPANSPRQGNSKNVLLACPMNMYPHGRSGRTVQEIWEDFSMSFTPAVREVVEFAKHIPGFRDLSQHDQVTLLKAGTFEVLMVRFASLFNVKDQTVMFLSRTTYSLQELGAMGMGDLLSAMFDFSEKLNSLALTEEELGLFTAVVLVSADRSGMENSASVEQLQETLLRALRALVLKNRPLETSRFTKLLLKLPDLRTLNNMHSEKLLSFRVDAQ
# SMARCA2 activ: SMARCA2 (BRM) function activators, primary screen, cell-based, luminescence, high throughput; hit rate 1% among 370,000; activation, % at 9.1 µM; MG213 cells, MMTV-luciferase reporter, dexamethasone, overnight; AID 652017, 2013; in the data active = activation above about 7.8%;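 note: 0% = vehicle wells and 100% = reference activator wells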
# ABHD4 inh: ABHD4 inhibitors, primary screen, biochemical, fluorescence polarization, mouse; (Lyso)-N-acylphosphatidylethanolamine lipase (Mus musculus), Q8VD66; purified mABHD4, FP-Rh probe fluorescence polarization; inhibition, % at 8.92 µM; hit rate 0.54% among 370,000;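 active = inhibition exceeding the mean over every tested compound plus 3 SD, cut at about 30% in these data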;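 note: 0% = plate median of compound wells and 100% = S159A mutant with DMSO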
#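 System: mouse ABHD4 enzyme, wild type / Medium: HEPES pH 7.0, NaCl, Pluronic buffer / Reagent: FP-Rh activity-based fluorescent probe / Control set: S159A mutant high control, sample median low control / Detection: fluorescence polarization with parallel and perpendicular emission, 525/598 nm / Schedule: 45 min + 60 min at 25 °C / Compound dosing: 8.92 µM, single dose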
# GC-A act: GC-A stimulated cGMP production enhancers – HEK293 GC-A cells, cGMP TR-FRET, EC30 ANP, primary screen. activation, % at 10 µM. Atrial natriuretic peptide receptor 1 (Homo sapiens), P16066. 0% at EC30 ANP, 100% saturating ANP. AID 1671463, 2021. hit rate 0.14% among 370,000; in the data active = activation above about 40%
# NPR2 activator: human GC-B receptor activators, primary screen, HEK293 GC-B cells, cGMP TR-FRET, EC30 CNP; Atrial natriuretic peptide receptor 2 (Homo sapiens), P20594; 0% at EC30 CNP, 100% saturating CNP; activation, % at 10 µM; hit rate 0.11% among 370,000; AID 1920062, 2024;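 active = activation at 10 µM reaching about 35% in either raw or pattern-adjusted values, limit read from the data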
# PG9 Ab binder: binders of HIV-1 gp120 antibody PG9, primary screen, biochemical, TR-FRET. hit rate 0.43% among 360,000. inhibition, % at 6.7 µM. AID 624416, 2012. TR-FRET gp120-PG9 antibody binding; in the data active = inhibition above about 8.5%
# rCAG binder: binders of r(CAG) RNA repeats, primary screen, biochemical, fluorescence; hit rate 1.3% among 370,000; inhibition, % at 3 µM; r(CAG) RNA repeat, TO-PRO-1 dye displacement fluorescence; AID 651821, 2012;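 active = inhibition above the plate cutoff, the mean of all test compounds on that plate plus 3 SD, cut at about 35% in these data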;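 note: 0% = DMSO alone and 100% = 100 µM mitoxantrone as full dye displacement; higher means more dye released from RNA so lower well fluorescence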
# HTRA1 inhibitor: HTRA1 serine protease inhibitors, primary screen, biochemical, fluorescence polarization, HTS | AID 504803, 2011 | hit rate 0.5% among 340,000 | inhibition, % at 5.96 µM | recombinant HTRA1, FP-rhodamine activity-based probe; in the data active = inhibition above about 36%;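 note: 0% = enzyme with DMSO and 100% = wells lacking enzyme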
# Target sequence (Q92743 whole entry, looked up): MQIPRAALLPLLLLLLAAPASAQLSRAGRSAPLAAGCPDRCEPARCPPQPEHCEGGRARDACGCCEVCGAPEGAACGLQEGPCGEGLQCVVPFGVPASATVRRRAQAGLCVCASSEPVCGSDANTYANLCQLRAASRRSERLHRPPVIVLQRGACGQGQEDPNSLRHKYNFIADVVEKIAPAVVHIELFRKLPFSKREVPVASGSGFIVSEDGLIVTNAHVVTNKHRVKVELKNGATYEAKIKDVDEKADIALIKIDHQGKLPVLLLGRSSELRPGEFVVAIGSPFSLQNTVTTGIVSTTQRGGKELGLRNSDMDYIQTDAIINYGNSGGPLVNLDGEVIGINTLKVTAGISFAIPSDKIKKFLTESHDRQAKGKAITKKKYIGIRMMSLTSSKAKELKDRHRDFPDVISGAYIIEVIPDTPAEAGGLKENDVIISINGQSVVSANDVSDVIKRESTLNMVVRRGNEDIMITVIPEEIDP
# Starred values were filed as active, the others as inactive; · = not tested or not shown.
SMILES,ASAP1 inh,ARFGAP1 inh,NR1D1 modulator,SMARCA2 activ,ABHD4 inh,GC-A act,NPR2 activator,PG9 Ab binder,rCAG binder,HTRA1 inhibitor
Cc1ccc(S(=O)(=O)N2CCOCC2)cc1NC(=O)c1cc(-c2ccccn2)nc2ccccc12,1.2,1.1,-6.3,-3.7,-10.7,-11.4,-0.6,-0.7,5.9,-10.2
CCOc1cc(CNc2ccc3c(c2)OCCO3)cc(Br)c1OCC(N)=O,10.8,14.4,2.2,-4.8,3.9,-6.8,-2.1,-0.7,-5.4,-2.1
Cc1cc(C)nc(SCC(=O)NCc2ccco2)n1,-6.5,-4.6,4.5,0.8,-1.8,-0.4,2.4,0.1,2.3,3.3
O=[N+]([O-])c1ccc(N/N=C/c2ccc(O)c(O)c2O)c(S(=O)(=O)N2CCOCC2)c1,4.1,-6.2,5.0,-0.2,36.7*,2.5,-4.3,-1.4,69.1*,73.9*
C#CCOc1ccc(Cl)cc1/C=N/O,-9.1,9.5,-1.6,1.7,-10.0,1.7,-1.5,0.2,3.6,0.1
Cc1cccc(NS(=O)(=O)c2ccc(C(=O)N3CCC3)cc2)c1C,-1.6,-3.8,-3.6,-0.1,2.1,1.9,4.5,-0.1,2.4,4.1
S=C1SCN(Cc2cccs2)CN1Cc1cccs1,4.0,-5.4,-0.9,-4.8,-2.8,-1.1,0.0,1.2,1.5,-12.8
O=C(Nc1ccc2nn(-c3ccccc3)nc2c1)c1ccco1,6.6,9.9,13.8,3.5,-16.6,1.4,-4.7,-0.7,11.5,-45.6
Cc1ccc(NC(=O)CCNS(=O)(=O)c2ccc(Br)cc2)cc1S(=O)(=O)N1CCOCC1,-1.8,-0.2,0.8,-2.8,-4.0,-1.3,1.3,-0.1,7.2,-3.8
O=C(CCSc1nnc(-c2ccco2)o1)Nc1ccc(F)cc1,12.2,-2.8,-1.3,-2.5,-11.3,-3.7,-1.6,0.1,-2.3,-1.9
CNC(=S)N(CCCN(C)C)Cc1cc2cc3c(cc2[nH]c1=O)OCCO3,-0.9,9.0,0.5,-1.2,-1.4,5.1,1.9,-1.6,-0.7,3.5
Cc1c(C(=O)N2CCOCC2)c(S(=O)(=O)N2CCN(c3ccc(Cl)cc3)CC2)c(C)n1C,0.7,1.5,-5.0,0.3,3.3,2.5,1.2,0.5,1.1,8.6
O=C(NC1CCCC1)C(c1cccnc1)N(C(=O)c1csnn1)c1ccccc1 (stereo unspecified),-14.3,4.0,4.7,1.9,-0.5,2.8,3.0,-3.9,0.0,1.7
COc1ccc2c(c1)OC(=O)CC2c1cc(OC)c(OC)c(OC)c1 (stereo unspecified),2.9,8.8,2.0,-1.4,-5.4,-0.3,-6.8,0.8,1.9,3.2
CCCCN(C)CCCNC(=O)c1cn(CC)c2ccc(S(=O)(=O)N3CCc4ccccc4C3)cc2c1=O,4.3,11.1,-2.6,3.6,2.8,-6.2,2.2,0.8,3.8,-9.8
C=CCCC(=O)N1CCCC(Cc2cccc(Cl)c2)(C(=O)OCC)C1 (stereo unspecified),-7.3,-2.0,3.5,-2.7,-8.2,-10.5,-11.5,0.1,-7.1,-9.6
C[n+]1c2n(c3ccccc31)N=C(c1ccc(Br)cc1)CS2,1.3,-1.4,-0.5,-4.9,-0.3,2.8,2.2,-3.0,9.4,-8.4
Nc1ccc2cc3ccccc3cc2c1,7.8,3.1,-2.9,-2.4,22.9,-3.7,-3.7,-2.2,15.7,25.1
CCOC(=O)C1CCN(C(=O)Nc2cc(Cl)cc(Cl)c2)CC1,-4.7,4.9,3.4,-3.4,-6.9,-3.6,-2.5,-0.2,-4.1,-5.8
CN(C)S(=O)(=O)c1cccc(-c2nnc(SCC(=O)NCCCCCC(=O)O)n2-c2ccc(F)cc2)c1,-16.7,6.5,-0.4,1.1,-0.1,4.0,1.1,0.0,7.8,-10.5
O=C(CON=C1c2ccccc2-c2ccccc21)NC12CC3CC(CC(C3)C1)C2,13.5,13.5,-2.1,5.6,-2.8,2.2,-0.2,-0.2,-0.6,-7.7
Clc1ccc(-c2cc3ccccc3[nH]2)cc1,0.6,12.8,·,2.3,4.9,·,·,0.1,6.1,1.9
Cc1ccc(-c2cc(C(=O)Nc3ccncc3)c3ccccc3n2)cc1,0.4,4.6,5.7,0.5,2.4,7.1,2.5,-3.0,5.3,-12.6
O=S1(=O)c2ccc(N3CCSCC3)cc2Oc2ccccc2CN1Cc1cn(Cc2ccc(F)cc2)nn1,·,·,20.4*,6.8,-5.0,1.8,1.6,·,7.1,·
CC1CCN(C(=O)COC(=O)[C@H](C)NS(=O)(=O)/C=C/c2ccccc2)CC1,-13.6,7.0,-3.5,0.7,-6.7,-3.2,1.1,-1.7,-4.0,-2.5

# Profiles, quoted from the list.
# Cc1cc(C)nc(SCC(=O)NCc2ccco2)n1 reads ASAP1 inh = -6.5; ARFGAP1 inh = -4.6; NR1D1 modulator = 4.5; SMARCA2 activ = 0.8; ABHD4 inh = -1.8; GC-A act = -0.4; NPR2 activator = 2.4; PG9 Ab binder = 0.1; rCAG binder = 2.3; HTRA1 inhibitor = 3.3
# CCOc1cc(CNc2ccc3c(c2)OCCO3)cc(Br)c1OCC(N)=O reads ASAP1 inh = 10.8; ARFGAP1 inh = 14.4; NR1D1 modulator = 2.2; SMARCA2 activ = -4.8; ABHD4 inh = 3.9; GC-A act = -6.8; NPR2 activator = -2.1; PG9 Ab binder = -0.7; rCAG binder = -5.4; HTRA1 inhibitor = -2.1

# Next section:
SMILES,ASAP1 inh,ARFGAP1 inh,NR1D1 modulator,SMARCA2 activ,ABHD4 inh,GC-A act,NPR2 activator,PG9 Ab binder,rCAG binder,HTRA1 inhibitor
CC(C)CCOP(=O)(c1ccc(N(C)C)cc1)C(O)c1ccccc1 (stereo unspecified),7.9,-2.4,-1.8,-1.5,1.7,-2.6,-2.0,-2.1,-11.5,-5.2
Cc1nc(Cl)c(Cl)n1CCOc1ccccc1,0.3,10.5,-0.2,1.6,3.7,-4.1,-5.1,-2.9,-2.7,·
CN(C)S(=O)(=O)c1ccc(Cl)c(NC(=O)COC(=O)/C=C/c2ccc3ccccc3n2)c1,12.7,-13.6,0.6,-1.4,1.2,3.0,3.1,-0.4,1.4,2.9
CC1CCN(c2ccc3c(c2)S(=O)(=O)c2cccc(C(=O)NCc4cccc(F)c4)c2C3=O)CC1,-4.3,-10.2,8.1,0.5,-5.1,1.6,9.1,-2.0,-1.9,-15.5
CCOC(=O)c1cnc(SCC(=O)NCc2cccs2)nc1N,-3.0,-2.0,0.6,0.3,2.7,0.5,-2.3,0.9,-2.9,-0.9
CCOC(=O)N1CCN(C(=O)COC(=O)c2ccc(N(C)C)cc2)CC1,-10.7,5.7,-1.4,-1.8,3.2,2.2,1.2,-0.6,-0.4,3.8
Clc1ccc(-c2noc(COc3ccccc3)n2)cc1,3.5,6.5,-2.2,-4.0,-21.5,-2.4,2.9,0.5,2.3,-16.3
COc1ccc(CCNC(=O)CC(Cc2ccc(C)cc2)C(=O)O)cc1OC (stereo unspecified),-8.2,3.5,-3.4,-0.6,5.1,7.3,2.0,-0.4,-1.0,2.1
CCN1C(=O)[C@H]2[C@@H](c3ccc(SC4CCCCC4)c(OC)c3)N[C@@](Cc3ccccc3)(C(=O)OC)[C@H]2C1=O,-1.3,-1.9,2.6,-1.1,-0.1,-1.9,-8.2,1.8,1.5,2.7
Cc1ccc(C)c(N(CC(=O)NCc2ccco2)C(=O)CCC(=O)Nc2nccs2)c1,6.4,-0.2,-4.6,-0.1,5.3,-10.8,-6.1,-1.9,-3.9,-3.1
Cc1cc(C)cc(NC(=O)c2oc3ccccc3c2COc2ccccc2)c1,2.4,7.6,7.4,-2.2,-37.7,-1.6,1.7,-0.8,6.3,-16.7
CN1CCN(c2nc(-c3ccc(Cl)s3)cs2)CC1,-6.1,-4.4,3.9,-2.5,2.3,-3.2,-2.4,-0.4,4.6,-4.6
Cc1cc(Cl)ccc1NC(=S)NCCC(c1ccccc1)c1ccccc1,10.8,3.3,2.9,-5.2,-70.6,-5.8,2.3,-0.5,1.7,-53.4
COc1ccccc1CNC(=O)C(=O)NCC1OCCN1S(=O)(=O)c1cccs1 (stereo unspecified),14.1,3.8,5.3,-0.3,-6.3,1.5,1.0,3.3,4.4,0.6
Cc1onc(-c2ccccc2)c1C(=O)NCC(=O)Nc1cc(Cl)ccc1Cl,3.2,-1.7,-3.5,-1.8,-1.0,-0.3,1.3,0.1,0.5,-3.6
CCc1ccccc1NC(=O)CSc1ccsc1[N+](=O)[O-],9.8,-6.0,-7.8,-1.3,14.3,0.6,7.9,0.1,4.3,5.4
Cn1cccc1C(=O)NCCc1ccc(Cl)cc1,1.5,6.8,-1.3,4.2,-1.6,3.6,-6.2,-2.7,-0.9,2.0
CC(=O)[C@H]1CC[C@H]2[C@@H]3CCC4=CC(=O)CC[C@]4(C)[C@H]3[C@H](O)C[C@]12C,8.4,-4.2,0.4,-5.5,4.2,0.5,1.1,-0.7,-1.5,0.4
CCN(CC(=O)Nc1ccccc1OC)C(=O)c1ccc(N(C)S(=O)(=O)c2ccc(C)cc2)cc1,4.8,14.9,-2.6,-0.8,-3.7,-2.7,5.2,0.4,-5.0,-7.7
O=C(CCC(=O)N1CCc2ccccc21)Nc1ccccc1,-5.2,-2.7,-4.2,-3.1,0.7,-4.0,-1.0,2.9,0.2,1.2
Cc1ccc(S(=O)(=O)N/N=C/c2cccc([N+](=O)[O-])c2)cc1,-14.3,14.7,4.0,-1.2,-2.6,1.6,-0.8,-0.6,6.0,3.1
C=C(C)CC(c1ccccc1)N(C(C)=O)c1ccco1 (stereo unspecified),-4.7,5.2,-0.1,-2.3,5.2,0.6,4.6,-1.1,-2.6,2.8
COc1ccc(Nc2nc(N)nc(CSc3nc(C)cc(C)n3)n2)cc1,-2.6,-4.9,2.2,2.6,0.2,1.0,0.4,-0.8,-5.1,2.5
CCN(CC)C(=O)CSC1=Nc2ccccc2C2=NC(c3ccccc3)C(=O)N12 (stereo unspecified),-1.4,3.6,-1.8,-1.6,1.0,-5.3,-3.7,-0.4,-6.8,-2.4
COc1ccc(/C=C/C(=O)c2sc(-c3ccccc3)nc2C)cc1,-0.2,-4.4,-2.5,3.0,0.2,-7.7,-4.7,-2.9,2.1,-34.8

# As entered above.
# Cc1nc(Cl)c(Cl)n1CCOc1ccccc1 in GC-A act shows -4.1
# Clc1ccc(-c2noc(COc3ccccc3)n2)cc1 in ABHD4 inh shows -21.5

# Compound activity deposited in PubChem by several laboratories.
